Assay outcomes deposited in PubChem BioAssay by National Center for Advancing Translational Sciences (NCATS).
GLP-1R agonist: activates the human GLP-1 receptor; 380,000 compounds, 0.007% hits; P43220; Potency, µM (doses to about 45.6 µM), inactives show top-dose activation, hits mostly activators; HEK293 GLP-1R CRE-luciferase, luminescence, 4-6 h; cells express a hypersensitive GLP-1R form; also: potency is read from the fitted curve at half-maximal effect; % of control where 0% means no effect
FUS yeast rescue: suppressors of FUS proteinopathy in yeast | S. cerevisiae FUS-expressing, growth rescue, OD600, 24 h | Potency, µM (highest dose often 76.6 µM), inactives show at the top dose growth rescue (activation), actives largely listed as activators | 390,000 compounds, 0.24% hits | AID 1347120;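 also: potency is read from the fitted curve at half-maximal effect; plate controls were DMSO vehicle for no effect and reference control for full effect; nearly all actives have a fitted effect of over 55% in size; some results filed as inactive show a strong effect at the top dose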
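Absorbance at 600 nm, taken 24hr after compound addition, measured rescue of FUS-yeast growth at 30C. Induction used 2% galactose with seeding at OD 0.005. Controls: CP55940 from 92uM final, DMSO only.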
aSyn rescue: alpha-synuclein toxicity inhibition in yeast | Yeast expressing alpha-synuclein, growth rescue, BacTiter-Glo, 24 h | Potency, µM (titrated, usually from 46.1 µM), for inactives: at the top dose growth rescue (activation), hits mostly activators | 370,000 compounds, 0.14% hits | AID 652106; also: potency is read from the fitted curve at half-maximal effect; % of control where 0% means no effect; nearly all actives have a fitted effect of over 65% in size
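Screening used galactose-induced yeast with toxic alpha-synuclein levels, exposed to compound for 24 hr at 30 deg C. Cell growth, read with BacTiter-Glo luminescence, gave the measured signal.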
DRD3 antagonist: antagonists of human D3 dopamine receptor | P35462 | D3R cells, DiscoveRx beta-arrestin luminescence, antagonist mode; active compounds read low | max response, negative = inhibition, % | 360,000 compounds, 2.5% hits | AID 652054; in the data active = max response below about -50%; inconclusive = no clear call, values can overlap the other calls; also: % is scaled to controls: 0 for no effect and ±100 for the full control effect; mostly tested at two doses, the higher about 12 µM
Target sequence (P35462 whole entry, looked up): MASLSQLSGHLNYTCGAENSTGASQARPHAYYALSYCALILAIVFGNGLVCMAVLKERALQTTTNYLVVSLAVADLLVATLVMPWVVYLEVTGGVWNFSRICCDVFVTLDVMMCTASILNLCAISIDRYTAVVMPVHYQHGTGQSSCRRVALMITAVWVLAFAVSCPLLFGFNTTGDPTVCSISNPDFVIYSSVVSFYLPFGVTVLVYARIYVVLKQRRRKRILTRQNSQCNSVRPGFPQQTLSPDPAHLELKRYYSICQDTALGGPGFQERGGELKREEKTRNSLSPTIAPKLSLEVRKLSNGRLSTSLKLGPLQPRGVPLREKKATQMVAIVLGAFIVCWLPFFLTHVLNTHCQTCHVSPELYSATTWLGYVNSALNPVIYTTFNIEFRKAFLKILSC
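Cells plated overnight at 1500 cells/well, then exposed to library compounds with dopamine controls for 90 minutes at 37 degrees C. DiscoveRx reagent added for 30–60 minutes at room temperature; luminescence read, quantitative HTS format.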
GLP-1R inv ag: acts as inverse agonist at human GLP-1 receptor. Potency, µM (top dose mostly 38.3 µM), for the others: top-dose activity change, negative = inhibition, hits mostly inhibitors. HEK293 GLP-1R CRE-luciferase, luminescence, 24 h; GLP-1R form is constitutively active. AID 624417. 410,000 compounds, 1.6% hits; also: potency is read from the fitted curve at half-maximal effect; % is scaled to controls: 0 for no effect and ±100 for the full control effect; nearly all actives have a fitted effect of over 55% in size
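Cells are plated, allowed 12 hours at 37 deg C, then treated with compounds for 24 hr before luciferase detection reagent is added and luminescence is read after 12 min at room temperature. The HEK293 line carries constitutively active GLP-1R with a cAMP-responsive reporter.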
Abeta yeast res: A-beta toxicity reversal in yeast; yeast expressing A-beta42, growth rescue, OD600, 48 h; response scale: 0% DMSO, 100% iron-clioquinol control; Potency, µM (doses to about 46.1 µM), inactives show top-dose growth rescue, most hits filed as activators; 410,000 compounds, 0.063% hits; AID 1347071; also: potency is read from the fitted curve at half-maximal effect; nearly all actives have a fitted effect of over 55% in size
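Yeast A-beta toxicity model in growth medium with pinned compounds, 48 h at 30 C; growth read as absorbance at 600 nm. Normalized to FeCl3/clioquinol equimolar mix (positive) and DMSO (negative).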
TDP43 rescue: TDP-43 toxicity inhibition in yeast; TDP-43 expressing yeast growth rescue, BacTiter-Glo, 24 h; Potency, µM (series often up to 46.1 µM), without a hit: at the highest dose growth rescue (activation), most hits filed as activators; 410,000 compounds, 1.8% hits; AID 652104; also: potency is read from the fitted curve at half-maximal effect; % of control where 0% means no effect; nearly all actives have a fitted effect of over 50% in size
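Growth rescue of TDP-43-toxic yeast measured as ATP luminescence (BacTiter-Glo). Cells grown to mid-log in raffinose, induced in galactose at OD600=0.02, exposed to compound 24 hr at 30 deg C.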
PTHR1 agonist: PTHR1 (human) receptor agonism; Q03431; 410,000 compounds, 0.075% hits; AID 743266; Potency, µM (top dose mostly 115 µM), without a hit: at the highest dose activation, usual class: activators; HEK293 GP2 PTHR1 cells, GloSensor cAMP luminescence, 1 h; also: potency is read from the fitted curve at half-maximal effect; nearly all actives have a fitted effect of over 55% in size; some results filed as inactive show a strong effect at the top dose; inactives centre near -15; many of its hits are not listed in these tables
Target sequence (Q03431 whole entry, looked up): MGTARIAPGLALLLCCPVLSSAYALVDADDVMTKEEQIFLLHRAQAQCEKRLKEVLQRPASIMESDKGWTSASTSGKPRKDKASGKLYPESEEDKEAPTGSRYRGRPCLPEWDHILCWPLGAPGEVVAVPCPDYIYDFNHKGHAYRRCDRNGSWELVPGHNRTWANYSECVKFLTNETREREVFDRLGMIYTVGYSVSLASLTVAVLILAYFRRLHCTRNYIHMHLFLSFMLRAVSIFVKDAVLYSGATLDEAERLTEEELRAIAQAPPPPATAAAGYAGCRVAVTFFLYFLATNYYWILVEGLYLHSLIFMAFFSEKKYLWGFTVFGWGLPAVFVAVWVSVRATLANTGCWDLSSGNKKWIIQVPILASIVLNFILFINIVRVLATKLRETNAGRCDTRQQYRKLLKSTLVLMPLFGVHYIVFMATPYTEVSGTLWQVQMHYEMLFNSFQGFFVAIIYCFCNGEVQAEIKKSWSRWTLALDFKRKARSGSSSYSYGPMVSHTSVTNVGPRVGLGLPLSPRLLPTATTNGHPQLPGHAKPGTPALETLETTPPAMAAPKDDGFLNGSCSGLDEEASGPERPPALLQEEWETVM
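HEK-293-derived GP2 cells expressing PTHR1 and a GloSensor cAMP reporter, 3,000/well, plated overnight, given luciferin plus IBMX (each 0.5 mM as added) for 1 h at 37 °C, then compound for 1 h at 37 °C. Luminescence was read after 15 min at room temperature.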
Akt phos inh: blocks phosphorylation of Akt; activity change, % for hits at 50 µM; Neuro2A IGF-stimulated pAkt S473 HTRF, 20 min; active compounds read low; 360,000 compounds, 0.32% hits; AID 651550; in the data active = activity change below about -80%; inconclusive = mostly about -51% to -80%; also: % is scaled to controls: 0 for no effect and ±100 for the full control effect
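Neuro2A cells (4,500/well, DMEM with 0.5% FBS) were treated with compound at a single 50 µM final concentration, stimulated with 6 nM IGF for 20 min at 37 °C, and lysed. Phospho-Akt Ser473 was read by HTRF as 665/615 ratio ×10^4.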
The depositor's hits bear a star; i = inactive; ? = inconclusive; · = not tested or not shown; & = joins results of further samples; [ ] = remark or other dose. Unless noted, calls follow the shape of the dose curve; as a rule, active = well fitted curve in the direction sought with a large enough effect; inconclusive = small, poorly fitted or top-dose-only effect, or another doubt; inactive = no such curve, though single readings can be large; an effect the other way counts as inactive or inconclusive. These rows are one share of the data, so the mix of outcomes need not match the whole.

SMILES	GLP-1R agonist	FUS yeast rescue	aSyn rescue	DRD3 antagonist	GLP-1R inv ag	Abeta yeast res	TDP43 rescue	PTHR1 agonist	Akt phos inh
COc1ccc(/C=C(/C#N)C(=O)Nc2cc(C)ccc2C)cc1C(=O)O	0.1%	·	0.5%	26.3	11.5%	-13.5%	-12.0%	i	i
FC(F)(F)c1cccc(NC(=S)N2CCN(c3ccccc3)CC2)c1	-17.2%	-15.7%	0.1%	15.5	0.2%	-2.8%	?	i	i
Cn1nnnc1SCc1nnc(-c2ccc(F)cc2)o1	-10.7%	-23.3%	-6.2%	9.0	6.6%	2.7%	-2.2%	-10.4%	i
Cc1ccc(C(C)C)c(OCc2ccc(C(=O)N/N=C/c3ccc(C(=O)O)cc3)cc2)c1	6.2%	-20.9%	-4.0%	10.4	21.9%	6.4%	17.8%	-30.4%[inhibitor]	i
O=C(O)CCC(=O)NC(c1ccccc1)c1ccccc1	-0.7%	-1.1%	3.5%	13.6	5.9%	-15.5%	-9.5%	i	i
O=C(CSc1nnc(-c2c[nH]c3ccccc23)o1)N1CCCCC1	-2.3%	?	-4.5%	-15.6	12.4%	-9.3%	-26.0%	-22.5%[57.5 µM]	i
CC(C)N1C(=O)/C(=C\c2nc3ccccc3c(=O)n2-c2ccccc2)c2ccccc21	-5.6%	·	-0.1%	4.9	?	-8.9%	15.9%	-32.4%	i
COc1ccc(C2CC(=O)C(C=NCCO)=C(O)C2)cc1 (stereo unspecified)	-1.8%	5.9%	-5.5%	2.6	0.9%	3.7%	7.9%	-20.9%	i
CCCN(CCO)Cc1ccc(Cl)c(Cl)c1	2.5%	6.4%	-3.0%	-58.7*	6.6%	-13.4%	-4.2%	i	i
CCOC(=O)C1CCCN(C(=O)c2ccc(-c3ccc([N+](=O)[O-])cc3)o2)C1 (stereo unspecified)	2.5%	?	?	-2.7	-12.7%	-0.7%	?	-34.2%[inhibitor]	i
CCS(=O)(=O)c1ccc(C(=O)Nc2ccccc2OC)c(Cl)c1Cl	-3.1%	-3.2%	2.7%	-12.9	8.9%	10.2%	9.6%	?	i
CCC(=O)NC(=S)Nc1ccc(NC(=O)CC)cc1	6.2%	·	-3.0%	2.5	9.3%	6.2%	-14.9%	2.7%	i
O[C@@H]1C[C@H](c2ccc(Cl)cc2)N(Cc2cccs2)C[C@H]1n1cc(C2CC2)nn1	-2.1%	-15.8%	0.2%	-6.0	-20.1%	2.9%	0.5%	-25.0%	i
CCCNC(=O)Cn1c(=O)c2cccn2c2cccnc21	·	1.2%	·	·	-26.8%	-14.8%	0.5%	?	·
CCCCNC(=O)c1onc(CSc2cc(C)ccc2C)c1C(=O)O	5.2%	-19.8%	-9.8%	-5.7	?	2.8%	11.1%	-49.9%[inhibitor]	i
C=CCn1c(O)c(N=NC(=O)CNC(=O)c2cccs2)c2ccccc21	8.5%	-16.7%	-1.3%	-18.7	-1.3%	-8.8%	26.1%	i	i
Cc1cccc(NC(=O)N2CCC(CN3CCCCCC3)CC2)c1C	·	18.2%	·	·	2.5%	-3.2%	18.7%	-21.9%	·
Fc1ccc(-c2nc3c(Cl)cc(C(F)(F)F)cn3c2Cl)cc1	-11.8%	-12.0%	-8.2%	8.3	0.0%	-8.7%	18.3%	i	i
CCN1C(=NCc2ccc(OC)cc2)N[C@@H](CCc2ccccc2)[C@H](C(=O)NCc2ccc(OC)cc2)[C@H]1C	4.2%	5.9%	-0.8%	4.0	?	8.0%	10.0%	-20.7%	i
COc1ccc(N=C2SC(CC(=O)Nc3ccccc3)C(=O)N2CCN2CCOCC2)cc1 (stereo unspecified)	8.3%	36.9%	-6.7%	?	-42.1%	-9.3%	-26.9%	-10.6%	i
O=C(NNC(=O)c1ccco1)c1cccc([N+](=O)[O-])c1	-11.7%	-0.8%	-12.6%	-7.8	10.3%	25.5%	9.4%	-3.0%[57.5 µM]	i
CS(=O)(=O)Nc1ccc(S(=O)(=O)N2CCOCC2)cc1	-10.2%	4.6%	5.1%	16.4	5.0%	-10.8%	3.7%	i	i
Cn1nc(C(=O)NCc2cccc(Cl)c2)c2c1-c1ccccc1S(=O)(=O)C2	13.0%	-5.4%&5.8%	5.2%	-3.6	?	10.9%&2.9%	-4.0%&9.9%	-11.7%&-15.6%	i
CN(C)S(=O)(=O)c1cc([N+](=O)[O-])ccc1N1CCCCCC1	4.9%	17.2%	11.7%	17.5	0.6%	4.6%	?	-7.3%[57.5 µM]	i
CCC(C(=O)NCCCN1CCN(C)CC1)n1nc(C)c2sc3ccccc3c2c1=O (stereo unspecified)	-3.5%	9.7%	1.4%	15.8	-28.0%	-6.3%	-12.5%	i	i
O=[N+]([O-])c1ccc(/C=N/Nc2cc(Cl)nc(-c3ccccc3)n2)cc1	-8.9%	·	-6.8%	29.8	0.0%	-2.0%	-18.5%	-8.1%	i
Cc1ccc(NCc2n[nH]c(=S)n2-c2cccc(Cl)c2)cc1	3.4%	9.0%	6.1%	-17.0	-2.8%	14.6%	11.1%	-1.4%	i
Cc1ccc(NC(=O)CN(C)CC(=O)Nc2ccc(N3CCOCC3)cc2)cc1F	16.1%	-17.8%	-0.4%	6.3	0.3%	0.9%	6.2%	-1.3%	i
COc1cc(NS(=O)(=O)c2ccc(NC(=O)c3ccco3)cc2)nc(OC)n1	-7.1%	14.1%	9.7%	-18.4	0.0%	-4.6%	-16.6%	-21.6%[57.5 µM]	i
COc1cc(C(=O)Nc2ccccc2-c2nc(-c3ccc(C)cc3)no2)cc(OC)c1OC	·	-24.0%	·	·	-2.2%	6.5%	3.8%	-49.0%	·
CC(=O)c1cccc(-n2c(CCC(=O)O)ccc2-c2ccc(C)cc2)c1	-1.7%	22.0%	?	-18.2	-27.1%	8.5%	21.3%	-19.4%	i
COc1ccc(OC)c(CCNC(=O)c2c(C)nn(-c3ccc(F)cc3)c2-n2cccc2)c1	6.1%	?	-13.4%	·	?	-8.6%	15.3%	-35.5%[inhibitor]	·
COc1ccc(C2NC(C(=O)O)CS2)cc1COCC(F)(F)F (stereo unspecified)	19.4%	-3.8%	3.3%	-8.8	0.8%	9.4%	-6.6%	i	i
O=C(CSC1=Nc2ccccc2N=C(c2ccc(F)cc2)C1)Nc1ccc(Cl)cc1	0.4%	7.7%	·	·	1.8%	-5.9%	19.2%	-4.2%	·
CCOc1ccccc1OCC(=O)OCC(=O)c1c(C)[nH]c2ccccc12	-1.7%	21.2%	4.9%	-12.9	-14.3%	20.4%	?	-7.7%	i
CCN(CC)C(=O)c1sc2c(c1C)c(=O)n(Cc1ccccc1)c(=O)n2Cc1ccccc1C	·	?	·	·	11.2µM*	-11.6%	34.8%	-46.8%[inhibitor]	·
Cc1cc2nnc(SCC(=O)NCC3CCCO3)n2c2ccccc12 (stereo unspecified)	6.3%	6.4%	0.3%	-12.8	9.9%	-4.4%	10.3%	-24.7%	i
CCN(CC)C(=O)Cn1c(=O)n(CCCCCC(=O)NCc2ccc3c(c2)OCO3)c(=O)c2sccc21	·	-13.4%	·	·	3.5%	-12.9%	5.6%	i	·
CC(=O)Nc1cccc(-c2cc(NC(C)=O)c3ncc(-c4ccccc4)n3c2)c1	3.5%	15.5%	-1.3%	10.2	-19.8%	-1.5%	29.7%	-6.2%	i
Cc1ccc(S(=O)(=O)NCC(=O)Nc2cccnc2)cc1C	-5.7%	-10.8%	2.5%	6.3	-3.3%	-1.8%	?	i	i
Cc1ccc(-c2cc(C(F)(F)F)n3nc(C(=O)Nc4ccc(C#N)cc4)cc3n2)cc1	·	-1.6%	·	·	3.4%	1.2%	25.4%	-20.1%	·
COc1cccc(CN2CCC(C(=O)NC(c3ccc4c(c3)OCO4)c3ccccn3)CC2)c1 (stereo unspecified)	-2.1%	-5.9%	2.3%	-21.6	-6.9%	-6.9%	0.0%	i	i
CC(C)c1ccc(OCc2cccc(C(=O)N/N=C/c3cccnc3)c2)cc1	16.2%	42.7%	-11.8%	10.8	-68.9%	3.0%	29.3%	-27.4%	i
Clc1cccc(N2CCN(c3nc4ccccc4n4cnnc34)CC2)c1	·	0.8%	·	·	11.1%	-0.7%	18.9%	-21.1%	·
O=C(N/N=C1\CCc2ccccc21)c1ccccc1Cl	23.8%	-3.9%	2.6%	2.3	-10.9%	5.3%	-7.6%	-15.5%	i
OC(c1ccccc1)(C1CCCCC1)C(CN1CCOCC1)c1ccccc1 (stereo unspecified)	0.5%	24.6%	-7.6%	?	?	-39.6%[inhibitor]	-17.1%	i	i
O=C(c1ccccc1)N(C(=O)c1ccccc1)c1ncnc2c1C(c1ccccc1)c1c(ccc3ccccc13)O2 (stereo unspecified)	1.1%	35.9%	·	·	·	-3.8%	·	1.0%	·
C/C(=N\NC(=O)c1ccccc1)c1nc2ccccc2n1C	-4.3%	-20.7%	8.6%	12.8	22.8%	-7.7%	0.7%	17.6%	i
O=c1c2c(nc3cc(-c4cccc(Cl)c4)[nH]n13)CCCC2	1.7%	-5.4%	-4.5%	2.8	?	-14.4%	21.1%	-31.5%[inhibitor]	i
